# Assay outcomes from PubChem BioAssay.
# TPT1 inhibitor: inhibitors of Candida albicans tRNA 2'-phosphotransferase TPT1; inhibition, % at 5 µM; 300,000 compounds, 0.81% hits; recombinant caTPT1, FP RNA substrate dephosphorylation;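 active means inhibition above the mean of all tested compounds plus 3 SD, set per screening campaign, cut at about 24% in these data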;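 further: plate controls were DMSO alone for no effect and ferristatin control at 100 nM for full effect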
# PP1 counter: counter-screen for PP5 inhibitors: inhibitors of human PP1-alpha. purified PP1alpha, OMFP fluorescence. inhibition, % at 6.7 µM. 320,000 compounds, 0.9% hits. AID 2235;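 active means inhibition above the mean inhibition of all tested compounds plus 3 SD, computed separately for each screening campaign, cut at about 15% in these data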
# GASC-1 inh: inhibitors of human GASC-1 (JMJD2C) demethylase. Q9H3R0. GST-JMJD2C(1-420) H3K9me3 demethylation, DELFIA europium. inhibition, % at 2.35 µM. 330,000 compounds, 0.069% hits. AID 2099;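 active means more than half of a compound's replicate wells show inhibition beyond 50%, single wells judged on their own value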;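 further: signal counts dimethyl H3K9 product captured on neutravidin plate; 0% = median of DMSO wells and 100% = 0.3 times that DMSO median; strong numbers were not always called active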
# Target sequence (Q9H3R0 1-420 limits assumed): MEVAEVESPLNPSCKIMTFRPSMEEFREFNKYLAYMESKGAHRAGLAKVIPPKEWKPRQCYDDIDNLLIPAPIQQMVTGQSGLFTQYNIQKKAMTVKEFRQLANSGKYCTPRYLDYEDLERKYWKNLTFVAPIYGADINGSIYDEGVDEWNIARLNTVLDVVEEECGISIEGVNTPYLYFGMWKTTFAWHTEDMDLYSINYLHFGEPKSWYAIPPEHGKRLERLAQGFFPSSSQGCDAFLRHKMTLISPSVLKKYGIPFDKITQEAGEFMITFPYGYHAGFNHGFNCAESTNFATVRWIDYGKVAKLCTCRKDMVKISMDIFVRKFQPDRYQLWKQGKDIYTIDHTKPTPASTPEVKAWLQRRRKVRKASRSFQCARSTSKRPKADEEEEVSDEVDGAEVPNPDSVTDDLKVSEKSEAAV
# LYPLA2 inh: LYPLA2 (human) inhibition in PME1 counter-screen; AID 2177; 320,000 compounds, 0.38% hits; O95372; recombinant LYPLA2, FP-Rh probe fluorescence polarization; inhibition, % at 5.9 µM;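 active means inhibition above the screen-wide mean plus 3 SD, limit set per campaign, cut at about 26% in these data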;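 further: 0% = LYPLA2 with DMSO and 100% = wells lacking LYPLA2 enzyme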
# CTSL1 counter: counter-screen for PFM18AAP inhibitors: inhibitors of F. hepatica cathepsin L1 | 300,000 compounds, 0.49% hits | AID 1906 | inhibition, % at 5.96 µM | recombinant F. hepatica cathepsin L1, Z-Leu-Arg-MCA fluorescence;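 active means inhibition above the mean of all tested compounds plus 3 SD, set per screening campaign, cut at about 17% in these data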;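 further: 0% = plate median of test compound wells and 100% = 1 µM Z-Phe-Ala-diazomethylketone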
# Efflux pump mplx: antifungal efflux pump inhibition, Nile Red retention; S. cerevisiae Candida pump triplex; inhibition, % at 10 µM; 330,000 compounds, 0.44% hits; AID 485275;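 active means plate passing quality check with inhibition over a set limit, or well fluorescence over plate mean plus 4 SD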;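 further: Nile Red retained in pooled yeast measured as flow cytometry median fluorescence; 0% = buffer negative control and 100% = Enniatin B positive control; higher means more Nile Red kept so more efflux inhibition; some compounds called inactive have numbers as strong as hits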
# PP5 primary: inhibitors of human protein phosphatase 5 (PP5). P53041. purified PP5c, OMFP substrate fluorescence. inhibition, % at 6.7 µM. 320,000 compounds, 0.18% hits;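 active means inhibition above the campaign's mean inhibition across all tested compounds plus 3 SD, cut at about 9.5% in these data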;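 further: 0% = DMSO only and 100% = 100 µM cantharidin control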
# Target sequence (P53041 whole entry, looked up): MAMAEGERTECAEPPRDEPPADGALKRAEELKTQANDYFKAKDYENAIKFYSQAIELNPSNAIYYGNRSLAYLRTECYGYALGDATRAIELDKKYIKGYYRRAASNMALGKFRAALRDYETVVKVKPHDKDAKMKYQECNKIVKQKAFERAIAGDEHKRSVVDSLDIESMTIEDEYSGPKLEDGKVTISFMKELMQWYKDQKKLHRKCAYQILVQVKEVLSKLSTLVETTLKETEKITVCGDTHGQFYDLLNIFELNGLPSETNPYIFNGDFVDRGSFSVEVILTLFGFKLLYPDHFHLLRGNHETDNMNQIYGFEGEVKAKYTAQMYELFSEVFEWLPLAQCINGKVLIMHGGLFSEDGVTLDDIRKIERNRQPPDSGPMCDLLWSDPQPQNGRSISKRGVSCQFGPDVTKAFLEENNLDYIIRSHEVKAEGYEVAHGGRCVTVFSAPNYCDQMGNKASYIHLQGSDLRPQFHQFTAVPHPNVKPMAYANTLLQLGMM
# HCV core dimer: blocks dimerization of HCV core protein; TR-FRET GST/Flag-core106 dimerization, 1536-well; inhibition, % at 5 µM; 300,000 compounds, 0.33% hits; AID 1899;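 active means inhibition above the mean of all tested compounds plus 3 SD, set per screening campaign, cut at about 45% in these data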
#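 System: GST-tagged and Flag-tagged HCV core protein residues 1-106 / Input: core106 proteins, GST 13.5 nM and Flag 17 nM / Buffer or medium: KF-containing HEPES buffer, pH 7.45, DTT, CHAPS, BSA / Probe or stimulus: Eu-anti-GST and XL665-anti-Flag labelled anti-tag antibodies / Schedule: 4 h, 22.5 °C incubation / Technique: TR-FRET 671 and 617 nm emission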
# PREPL inh: inhibitors of human prolyl oligopeptidase-like enzyme PREPL. Q4J6C6. recombinant PREPL, fluorescence polarization activity-based probe. inhibition, % at 5.96 µM. 320,000 compounds, 0.68% hits. AID 2751; in the data active means inhibition above about 43%;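 further: 0% = enzyme with DMSO and 100% = wells lacking enzyme; many of its hits are not listed in these tables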
# * hit, by the source's call; i = inactive; · = no result given. This is a subset; count on the stated rates, not on these rows.
Compound	TPT1 inhibitor	PP1 counter	GASC-1 inh	LYPLA2 inh	CTSL1 counter	Efflux pump mplx	PP5 primary	HCV core dimer	PREPL inh
CCCOc1ccc(-c2cc(C(=O)NCC3CCCO3)c3ccccc3n2)cc1 (stereo not given)	1	-3	-7	-9	3	0.3	5.9	9	-5
Cc1cc(C)c(NC(=O)CNC(=O)c2ccccc2OCc2c(C)noc2C)c(C)c1	-1	-2	-14	1	0	-0.1	0.7	-3	2
NC(=O)C1CCN(CCC(=O)Nc2ccc(Br)cc2)CC1	0	-1	2	1	0	-0.2	-1.2	-5	1
Cc1cc(OCC(=O)N(Cc2cccs2)C2CCS(=O)(=O)C2)ccc1Cl (stereo not given)	-1	-2	-1	-4	2	0.0	2.1	11	27
CC(C)n1nccc1N(Cc1ccc(C#N)cc1)S(=O)(=O)c1ccccc1	0	0	-2	4	0	-0.1	0.3	1	5
Cn1c(=O)c2c(ncn2CCOc2ccc(F)cc2)n(C)c1=O	-3	1	-1	-1	0	-0.5	2.1	-13	16
O=C(C1=C[C@@H](c2csc3ccccc23)C[C@@H](OCc2ccc(CO)cc2)O1)N1CCN(Cc2ccc3c(c2)OCO3)CC1	0	16*	-33	-15	3	·	3.9	1	19
CC(=O)OCCCN(C)CC/C=C1/c2ccccc2CSc2ccccc21	1	-2	-2	2	3	-0.1	2.3	-4	-16
CCCCCCSc1cc(-c2nc3cc(C)ccn3c2NCCCC)ccc1OC	1	26*	-4	-1	2	-0.1	5.3	-8	13
CCN(CC(=O)NC(C)(C)C)Cc1cc(=O)n2c(-c3ccccc3)csc2n1	10	11	6	-1	0	0.0	3.1	20	12
Cc1ccc(C(=O)NCCCN2CCOCC2)c(Cl)c1	-1	-3	7	2	1	0.0	0.9	4	-8
COCC(C)NC(=O)c1cc(-c2ccccc2OC)on1 (stereo not given)	1	-12	0	1	4	-0.1	-0.2	-2	8
C=CCn1c(SCCCCCC)nc(O)cc1=O	0	-2	-7	-3	-5	0.0	-0.1	0	-13
Cc1ccccc1CC1(CO)CCCN(C(=O)c2ccccc2Cl)C1 (stereo not given)	1	3	21	0	-4	0.0	-1.8	4	7
N#Cc1c(-c2ccccc2)nc(-c2ccncc2)[nH]c1=O	-3	1	-7	-5	3	0.1	1.5	-9	4
Cc1ccccc1OCc1nc2c3c(ncn2n1)-c1ccccc1CC31CCCC1	0	0	4	-4	0	34*	-0.7	-3	0
Fc1cc(Br)cc(F)c1NC(=S)N1CCOCC1	6	-2	28	2	5	-0.7	0.9	8	9
CCOC(=O)C1CSC2(CCC(c3ccccc3)CC2)N1 (stereo not given)	-1	-5	-1	2	-3	0.0	0.7	8	1
COC(=O)c1cccc(NC(=O)CSc2nnc(C)o2)c1	0	0	0	-4	-3	0.1	-0.1	7	-11
O=C(COC(=O)CCC(=O)c1ccccc1)NNC(=O)c1ccc(Cl)cc1	0	-4	40	2	-8	-0.1	1.2	-2	-6
CCOc1ccc(/C=C2\SC(=S)N(CCC(=O)Nc3cccc(C(=O)O)c3)C2=O)cc1	-3	0	5	4	2	0.0	-0.3	9	3
c1cc[n+](CCCC[n+]2ccccc2)cc1	2	-7	-15	-8	-2	0.2	1.1	-1	2
CC(C)N(C(=O)CSc1nnc(Cn2nnc3ccccc32)n1C)C(C)C	-2	-3	-2	10	-3	0.0	2.2	-4	-4
CCOC(=O)c1cc(-c2ccc(Cl)s2)[nH]n1	-1	2	4	-1	-2	-0.1	0.0	0	-12
Cc1ccccc1CNC(=O)C(=O)NCC1CCCN1S(=O)(=O)c1ccccc1 (stereo not given)	-2	0	15	-1	3	0.1	1.4	1	3
COc1ccc(N(C(C)=O)c2nc(C)cc(C)c2C#N)c(OC)c1	1	4	-5	0	1	0.1	3.4	0	16
O=C(CNS(=O)(=O)c1ccc(F)cc1)N1CCCCCC1	-1	-4	2	1	0	-0.1	-1.2	3	4
Cc1[nH]c2ccccc2c1CN1CCN(c2ccccn2)CC1	3	-2	-8	1	1	0.2	1.6	7	-4
CCOc1ccc(NC(=O)c2cc3c(=O)n(C)c4ccccc4c3n2C)cc1	0	-2	-8	-3	1	0.4	1.0	5	6
CN(C)C(=O)CSc1nnc(-c2ccncc2)n1Cc1ccco1	2	-6	-5	4	-3	-0.2	-4.7	-8	-5
CCCn1c(SCC(=O)c2ccc(OC)c(OC)c2)nc2c1c(=O)n(C)c(=O)n2C	-2	2	-3	2	1	0.0	-0.1	-3	7
O=C(CSc1nc2c(c(=O)n1-c1ccc(Cl)cc1)SCC2)Nc1nccs1	5	8	·	-4	3	0.2	6.2	-2	2
COc1ccc(S(=O)(=O)Nc2ccc(Nc3ccccc3)cc2)cc1	-1	3	8	9	-6	-0.2	6.7	-1	-7
O=C(CSc1ccc(F)cc1)Nc1ccc(C2SCCS2)cc1	0	-4	-1	-2	-1	0.0	1.8	1	-16
CCN=C1SC(C(=O)Nc2cccc(C(=O)O)c2)CC(=O)N1CC (stereo not given)	3	0	0	-7	-1	0.4	-1.4	2	16
NC(=O)c1c(NC(=O)Cc2ccccc2)sc2c1CCN(Cc1ccccc1)C2	4	2	1	-1	2	0.3	1.2	-6	12
c1ccc(-n2c(-c3ccncc3)nnc2N2CCOCC2)cc1	-3	-1	i	3	-1	0.0	-0.7	-5	11
CN(C[C@H](Cc1ccccc1)N(CCN(CCc1ccccc1)N=O)N=O)N=O	1	5	-5	0	-1	-0.1	-0.3	4	-3
CC(=O)NNC(=O)c1sc(=S)n2c1[nH]c(=O)c1sccc12	4	-4	-9	3	3	0.0	2.6	-17	1
C/C(CCc1ccc2c(c1)OCO2)=N\N=C1\NC(=O)CC(C(=O)Nc2ccccc2)S1 (stereo not given)	-3	1	1	4	0	0.1	2.4	1	13
COc1ccc(-c2nn(-c3ccccc3)cc2/C=N/O)cc1OC	2	1	1	-2	0	0.0	0.6	-105	5
Cc1cc(N(CCO)CCO)ccc1N=Nc1cc(F)ccc1F	0	-3	-6	13	8	-0.3	6.1	-7	14
CSCC[C@H](NC(=O)OC(C)(C)C)c1nnc(SCC(N)=O)o1	-2	0	6	1	6	0.0	-0.8	-3	9
CC1(C)Cc2c(C#N)c(N3CCN(C(=O)c4ccccc4)CC3)nc(Cc3ccccc3)c2CO1	-8	13	16	4	6	0.1	2.6	18	10
CC(=O)N1CCN(c2nc(CC(C)C)c3c(c2C#N)CCC3)CC1	-91	-4	7	-11	1	0.7	3.1	4	10
COCCNC(=O)C(OC(=O)c1cc2oc(C)cc2n1C)C(C)C (stereo not given)	-1	-2	-3	5	0	0.1	2.6	2	6
Cc1cc2ncn(S(=O)(=O)c3ccc(S(=O)(=O)N4CCOCC4)cc3)c2cc1C	1	0	0	1	-2	0.2	-0.1	3	4
O=C1CN(C(=O)CSc2nc3ccccc3c(=O)n2CC2CCCO2)c2ccccc2N1 (stereo not given)	-3	-3	3	-1	6	0.4	2.2	1	11
Cc1ccc(N(C(C)C(=O)N2CCN(Cc3ccccc3)CC2)S(C)(=O)=O)cc1 (stereo not given)	-2	12	-9	-4	6	0.1	3.1	0	13
O=C(NCC1CCCO1)c1ccc2c3n(nc2c1)-c1ccccc1CO3 (stereo not given)	-1	-2	27	0	-6	-0.2	1.8	-5	-1

# Compound profiles, from the list above. Order of screens: TPT1 inhibitor, PP1 counter, GASC-1 inh, LYPLA2 inh, CTSL1 counter, Efflux pump mplx, PP5 primary, HCV core dimer, PREPL inh
# Cc1[nH]c2ccccc2c1CN1CCN(c2ccccn2)CC1 as listed: 3, -2, -8, 1, 1, 0.2, 1.6, 7, -4
# c1ccc(-n2c(-c3ccncc3)nnc2N2CCOCC2)cc1 as listed: -3, -1, i, 3, -1, 0.0, -0.7, -5, 11

# (further entries)
Compound	TPT1 inhibitor	PP1 counter	GASC-1 inh	LYPLA2 inh	CTSL1 counter	Efflux pump mplx	PP5 primary	HCV core dimer	PREPL inh
CCOC(=O)Cc1csc(NC(=O)CCN2C(=O)c3cccc([N+](=O)[O-])c3C2=O)n1	-3	4	7	0	-1	0.0	0.7	2	-6
Cc1cc(C)n(CCC(=O)N/N=C/c2ccccc2O)n1	0	-2	12	-5	1	-0.1	-1.1	2	-4
Cc1ccc(S(=O)(=O)N(C)C)cc1NC(=O)COC(=O)CCC1CCCCC1	-1	0	-3	-1	-8	0.0	1.9	3	-2
Cc1ccc(C(=O)NC2CCN(CC(=O)NC3CCC(C)CC3)CC2)cc1 (stereo not given)	0	-5	22	3	0	0.1	2.0	4	-3
O=C(Nc1oc2ccccc2c(=O)c1-c1ccc(Cl)cc1)c1ccco1	6	-7	-5	-3	1	0.2	-0.1	3	13
COc1ccc(C(C(=O)NC2CCCC2)N(C(=O)c2snc(C(N)=O)c2N)c2cccc(O)c2)cc1 (stereo not given)	1	-2	-4	-3	3	0.0	-1.1	1	5
CCOc1ccc(NC(=O)CSC(N)=O)cc1	2	3	5	-5	-6	0.1	1.0	2	15
CC(C)Nc1nc(-c2ccccn2)nc(-c2ccccc2)c1C#N	-2	-1	-43	4	2	0.2	0.3	2	4
CC1=CC2CC1C1C(=O)N(c3ccc(S(=O)(=O)Nc4nc(C)cc(C)n4)cc3)C(=O)C21 (stereo not given)	-1	-2	5	-1	-1	0.4	2.8	-3	2
Cc1ccc(NC(=S)N/N=C/c2c(C)nn(-c3ccccc3)c2N2CCCC2)cc1	2	1	-12	4	11	-0.2	0.4	21	21
O=C(COC(=O)c1ccc2c(c1)OCO2)Nc1cccc(F)c1	·	-1	3	15	·	0.3	0.1	·	16
CS(=O)(=O)Nc1ccc(C2=NN(S(C)(=O)=O)C(c3ccc4nccnc4c3)C2)cc1 (stereo not given)	5	-2	0	-1	0	-0.1	-0.6	0	1
CN(Cc1ccc(Cl)c(Cl)c1)C(=O)C1=CC=CN2CCS(=O)(=O)N=C12	·	-4	0	1	·	0.0	5.5	·	24
O=S(=O)(NCCc1ccc(F)cc1)c1cccc2cccnc12	1	-5	-4	3	-4	-0.2	1.4	4	-11
CCOC(=O)c1cc(CC)sc1/N=C/C1=C(O)CCCC1=O	3	1	-3	6	-3	0.1	2.1	-13	-4
NCCCCCc1cn([C@@H](CO)C(=O)NCCCCCCCCCCC(=O)N2CCNCC2)nn1	0	2	-1	1	-3	0.1	0.7	2	6
CCn1nc(C)c(CNC(=O)CC2C(=O)NCCN2CC(C)(C)C)c1C (stereo not given)	2	-5	-11	-3	-5	0.5	0.2	-16	11
O=C(Nc1ccnn1C1CCN(CC2CC=CCC2)CC1)c1ccccc1Cl (stereo not given)	1	6	8	-4	1	0.1	-2.2	-2	-1
Cc1onc(-c2c(Cl)cccc2Cl)c1C(=O)NN1CCCCCC1	1	3	0	-3	-1	-0.3	-2.5	0	3
Cc1ccc(S(=O)(=O)N2CCN(C(=O)C3CCCC3)CC2)cc1C	-2	-3	3	-4	1	0.1	1.2	1	11
CC1CCCN(C(=O)C2CCN(c3nc(-c4ccccc4)nc4c3CCC4)CC2)C1 (stereo not given)	-3	0	29	-2	0	0.0	2.6	2	-4
O=CNn1cnc2c(oc3nc(-c4ccccc4)cc(-c4ccco4)c32)c1=O	0	-1	6	-2	0	0.1	-2.0	8	2
